High-throughput results (PubChem)
KOR beta-arrestin-1: KOR agonists, beta-arrestin recruitment, primary screen, cell-based, luminescence, uHTS (AID 1777); KOR beta-arrestin recruitment, luminescence; higher % means a stronger effect; activation, % at 10 µM; hits with a dose series show EC50 in µM; 280,000 compounds, 0.02% hits; in the data active = activation above about 50%, passing the limit was not always enough; also: a part of the inactive calls stands beside numbers as strong as those of hits
GPR55 antagonists: inhibition of LPI-stimulated GPR55 beta-arrestin translocation – imaging, U2OS, beta-arrestin-GFP, LPI agonist, primary screen (AID 2013) | inhibition, % at 10 µM; hits with a dose series show IC50 in µM | U2OS GPR55 beta-arrestin-GFP translocation imaging, LPI antagonism; higher % means a stronger effect | 290,000 compounds, 0.13% hits;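 active = spots per cell inhibited over 60%, with over 100 cells counted and total cytoplasm intensity under 500,000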;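 also: U2OS cells stably carrying GPR55 and arrestin-GFP stimulated by 5 µM LPI near EC80; imaged beta-arrestin-GFP aggregate spots per cell after agonist stimulation; plate controls were LPI-stimulated DMSO wells for no effect and DMSO wells without LPI for full effect; some results filed as inactive read as strong as hits; confirmed hits need IC50 under 10 µM and bright autofluorescent wells are also inconclusive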
SV40 large T antigen: TAg ATPase/helicase activity blockers – biochemical (AID 1903); SV40 large T antigen ATPase/helicase inhibition assay; higher % means a stronger effect; one-dose inhibition, % at 20 µM; IC50 in µM for titrated hits; 310,000 compounds, 0.39% hits; in the data active = a potency from the dose series; also: strong numbers were not always called active
GPR55 activation: selective activators of receptor GPR55 – imaging, U2OS cells, beta-arrestin-GFP redistribution, primary screen (AID 1961); U2OS GPR55 beta-arrestin-GFP redistribution imaging; higher % means a stronger effect; activation, % at 10 µM; hits with a dose series show EC50 in µM; 290,000 compounds, 0.048% hits;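 active = activation above 40% with more than 50 cells counted in the well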;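 also: U2OS osteosarcoma cells stably expressing GPR55 and beta-arrestin-GFP; plate controls were DMSO negative control for no effect and LPI positive control for full effect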
KOR beta-arrestin-2: KOR antagonists, beta-arrestin recruitment, cell-based, luminescence, uHTS (AID 1778). inhibition, % at 10 µM, or IC50 in µM where a hit was titrated. 290,000 compounds, 0.091% hits. KOR beta-arrestin recruitment, luminescence, antagonist mode; higher % means a stronger effect; also: strong numbers were not always called active
Rac1 GTP hydrolysis: MgcRacGAP GTPase-activating activity inhibitors, confirmation, biochemical, ADP Hunter fluorescence. MgcRacGAP-stimulated Rac1 GTP hydrolysis, ADP Hunter fluorescence; higher % means a stronger effect; GST-tagged Rac1 F28L mutant substrate. one-dose inhibition, % at 30 µM; IC50 in µM for titrated hits. 340,000 compounds, 0.6% hits. AID 624330;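 active = first-screen hits whose inhibition reached a set limit at any dose in the follow-up dose series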;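 also: fluorescence reports GDP produced by GAP-driven GTP hydrolysis; strong numbers were not always called active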
HEK293 NOD2/NF-kB: inhibition of NOD2-driven NF-kB reporter – cell-based, luminescence, uHTS, HEK293 (AID 1566); HEK293 NOD2/NF-kB luciferase reporter, luminescence; higher % means a stronger effect; inhibition, % at 4 µM; hits with a dose series show EC50 in µM; 290,000 compounds, 0.63% hits; also: many of its hits are not listed in these tables
NOD1 inhibition: NOD1 signaling inhibitors, primary screen, cell-based, luminescence, uHTS (AID 1578). 290,000 compounds, 1% hits. inhibition, % at 4 µM; hits with a dose series show EC50 in µM. NOD1-driven NF-kB luciferase reporter cells, luminescence; higher % means a stronger effect; in the data active = inhibition mostly above about 36%, no sharp cut-off; inactive = mostly below about 34%;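 also: HEK-293T reporter cells stimulated with the NOD1 agonist gamma-tri-DAP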
HIV fusion peptide: cell-free HIV fusion peptide-binding blockers – biochemical, uHTS, fluorescence dequenching, primary screen (AID 1986) | cell-free peptide binding, fluorescence dequenching, 30 min; higher % means a stronger effect | one-dose inhibition, % at 20 µM; IC50 in µM for titrated hits | 290,000 compounds, 0.3% hits; in the data active = inhibition mostly above about 52%, no sharp cut-off; inactive = mostly below about 76%; also: some results filed as inactive read as strong as hits
* hit, by the source's call; & = joins results of further samples; [ ] = remark or other dose. Rule as the data show it, unless noted: active = inhibition above about 50%; inactive = the rest.

For Cc1csc(N/N=C/c2ccc(O)c([N+](=O)[O-])c2)n1 the results were KOR beta-arrestin-1 -5.8%, GPR55 antagonists 19.5%, SV40 large T antigen 22.1µM*, GPR55 activation 0.2%, KOR beta-arrestin-2 37.8%, Rac1 GTP hydrolysis 9.9%, HEK293 NOD2/NF-kB -20.0%, NOD1 inhibition 16.2% and HIV fusion peptide 0.0%.
Screening Fc1cccc(CCN2C(=S)NC[C@@H]2Cc2ccccc2)c1 returned KOR beta-arrestin-1 -0.5%, GPR55 antagonists 5.6%, SV40 large T antigen 7.1%, GPR55 activation -0.1%, KOR beta-arrestin-2 -1.4%, Rac1 GTP hydrolysis 12.2%, HEK293 NOD2/NF-kB 17.7%, NOD1 inhibition 44.3% and HIV fusion peptide 1.0%.
For COc1ccccc1N1CCN(C2CCCN(C(=O)c3cccc(-c4ccco4)c3)C2)CC1 (configuration not stated) the results were KOR beta-arrestin-1 -1.1%, GPR55 antagonists 16.0%, SV40 large T antigen 9.1%, GPR55 activation -0.1%, KOR beta-arrestin-2 5.0%, Rac1 GTP hydrolysis 6.9%, HEK293 NOD2/NF-kB 4.4%, NOD1 inhibition -23.8% and HIV fusion peptide 0.7%.
For CCSc1nnc2c(n1)OC(C)(C)Nc1ccccc1-2 the results were GPR55 antagonists 1.9%, SV40 large T antigen 1.1%, GPR55 activation 0.1%, KOR beta-arrestin-2 -5.5%, Rac1 GTP hydrolysis -2.4%, HEK293 NOD2/NF-kB -11.7%, NOD1 inhibition -1.5% and HIV fusion peptide 1.6%.
Screening Cc1cccc(N2CCN(C(=O)c3cccc(N4C(=O)C5C6C=CC(C6)C5C4=O)c3)CC2C)c1 (configuration not stated) returned KOR beta-arrestin-1 -5.8%, GPR55 antagonists -3.8%, SV40 large T antigen 11.1%, GPR55 activation -0.3%, KOR beta-arrestin-2 -44.1%, Rac1 GTP hydrolysis 10.7%, HEK293 NOD2/NF-kB 6.2%, NOD1 inhibition -18.8% and HIV fusion peptide -0.9%.
Screening COc1ccc(N2CCN(CCCNC(=O)C(=O)c3c(C)n(C)c4ccccc34)CC2)cc1 returned KOR beta-arrestin-1 -8.5%, GPR55 antagonists -1.6%, SV40 large T antigen 25.7%, GPR55 activation -0.1%, KOR beta-arrestin-2 18.3µM*, Rac1 GTP hydrolysis 0.5%, HEK293 NOD2/NF-kB 5.7%, NOD1 inhibition 10.3% and HIV fusion peptide -2.3%.
`COc1cc(CN2CCCC(CO)(Cc3cccc(Cl)c3)C2)cc(OC)c1O` (configuration not stated) gave KOR beta-arrestin-1 -4.2%, GPR55 antagonists -8.1%, SV40 large T antigen 9.0%, GPR55 activation -0.4%, KOR beta-arrestin-2 -13.7%[20 µM], Rac1 GTP hydrolysis -64.7%, HEK293 NOD2/NF-kB 11.1%, NOD1 inhibition -6.5% and HIV fusion peptide -3.0%.
For CC(NC(=O)COC(=O)c1ccc(N(C)C)cc1)c1ccccc1 (configuration not stated) the results were KOR beta-arrestin-1 2.3%, GPR55 antagonists 13.4%, SV40 large T antigen 5.4%, GPR55 activation 0.2%, KOR beta-arrestin-2 -24.5%, Rac1 GTP hydrolysis -4.6%, HEK293 NOD2/NF-kB 6.8%, NOD1 inhibition -43.7% and HIV fusion peptide -1.3%.
`C[C@@]12CC(=O)NC1N(C(=O)c1ccccc1)C(c1ccccc1OC(=O)c1ccccc1)C2` (some centres not stated) gave KOR beta-arrestin-1 -0.3%, GPR55 antagonists -0.9%, SV40 large T antigen 17.3%, GPR55 activation 0.0%, KOR beta-arrestin-2 13.2%, Rac1 GTP hydrolysis -0.8%, HEK293 NOD2/NF-kB 11.0%, NOD1 inhibition 14.8% and HIV fusion peptide -2.9%.
COc1ccc(OC)c(N(CC(=O)Nc2cccnc2)S(=O)(=O)c2ccc(OC)c(OC)c2)c1 was read as KOR beta-arrestin-1 1.8%, GPR55 antagonists -5.4%, SV40 large T antigen 4.3%, GPR55 activation 0.2%, KOR beta-arrestin-2 0.9%, Rac1 GTP hydrolysis 5.8%, HEK293 NOD2/NF-kB -8.1%, NOD1 inhibition -24.0% and HIV fusion peptide -0.5%.
For CCn1c(CSc2nc3ccccc3[nH]2)n[nH]c1=S the results were KOR beta-arrestin-1 -1.2%, GPR55 antagonists -6.6%, SV40 large T antigen 6.6%, GPR55 activation -0.2%, KOR beta-arrestin-2 44.0%, Rac1 GTP hydrolysis 6.4%, HEK293 NOD2/NF-kB -12.3%, NOD1 inhibition -12.0% and HIV fusion peptide -0.3%.
Screening COC(=O)c1cc(NC2c3ccccc3C(=O)N2CCN2CCOCC2)cc(C(=O)OC)c1 (configuration not stated) returned KOR beta-arrestin-1 -1.6%, GPR55 antagonists -1.7%, SV40 large T antigen 7.3%&8.1%, GPR55 activation -0.1%, KOR beta-arrestin-2 5.9%, Rac1 GTP hydrolysis 3.4%, HEK293 NOD2/NF-kB 11.8%, NOD1 inhibition 9.2% and HIV fusion peptide 0.9%.
`COC(=O)c1ccsc1NC(=O)CN1CCN(Cc2ccc3c(c2)OCO3)CC1` gave KOR beta-arrestin-1 16.0%, GPR55 antagonists 6.6%, SV40 large T antigen 18.1%, GPR55 activation -0.1%, KOR beta-arrestin-2 -23.7%, Rac1 GTP hydrolysis 0.9%, HEK293 NOD2/NF-kB 18.5%, NOD1 inhibition 12.1% and HIV fusion peptide -0.4%.
CCCCCNC(=O)N[C@H](C(=O)O)C(C)C was read as KOR beta-arrestin-1 -0.2%, GPR55 antagonists 11.9%, SV40 large T antigen 0.5%, GPR55 activation -0.1%, KOR beta-arrestin-2 15.6%, Rac1 GTP hydrolysis 9.6%, HEK293 NOD2/NF-kB 22.4%, NOD1 inhibition -19.6% and HIV fusion peptide 1.3%.
Brc1ccccc1-n1nnc(-c2nccs2)n1 was read as KOR beta-arrestin-1 -1.0%, GPR55 antagonists -8.5%, SV40 large T antigen 0.0%, GPR55 activation 0.5%, KOR beta-arrestin-2 -8.6%, Rac1 GTP hydrolysis 10.4%, HEK293 NOD2/NF-kB -101.1%, NOD1 inhibition -44.7% and HIV fusion peptide -0.4%.
For Cc1ccc(S(=O)(=O)N[C@@H](C)C(=O)N2CCC(C(=O)N3CCC[C@H]3C(=O)O)CC2)cc1 the results were KOR beta-arrestin-1 -3.1%, GPR55 antagonists 7.0%, SV40 large T antigen 7.2%, GPR55 activation -0.2%, KOR beta-arrestin-2 10.7%, Rac1 GTP hydrolysis 6.3%, HEK293 NOD2/NF-kB -40.9%, NOD1 inhibition -9.9% and HIV fusion peptide -1.5%.
`O=C(CCN1C(=O)COc2ccccc21)NCCCN1CCN(c2ccc(F)cc2)CC1` gave KOR beta-arrestin-1 3.9%, GPR55 antagonists 8.7%, SV40 large T antigen 2.4%, GPR55 activation 0.5%, KOR beta-arrestin-2 12.4%, Rac1 GTP hydrolysis 3.3%, HEK293 NOD2/NF-kB 21.7%, NOD1 inhibition 8.4% and HIV fusion peptide 0.1%.
Screening CC(C)c1cc(-c2n[nH]c(=S)n2Cc2ccccc2)cs1 returned KOR beta-arrestin-1 5.0%, GPR55 antagonists -8.7%, SV40 large T antigen 1.1%, GPR55 activation -0.1%, KOR beta-arrestin-2 -50.0%, Rac1 GTP hydrolysis 12.0%, HEK293 NOD2/NF-kB -19.0%, NOD1 inhibition -7.9% and HIV fusion peptide 1.2%.
S=C(NCc1ccncc1)NC1CCCC1 was read as KOR beta-arrestin-1 -1.1%, GPR55 antagonists 7.9%, SV40 large T antigen 1.5%, GPR55 activation -0.8%, KOR beta-arrestin-2 2.7%, Rac1 GTP hydrolysis 1.4%, HEK293 NOD2/NF-kB 0.0%, NOD1 inhibition -26.2% and HIV fusion peptide 0.6%.
`CC(=O)Nc1cc(C(=O)NCCN2CCN(Cc3ccccc3)CC2)ccc1Sc1ccc(C)cc1` gave KOR beta-arrestin-1 -0.4%, GPR55 antagonists 13.3%, SV40 large T antigen 9.8%, GPR55 activation -0.3%, KOR beta-arrestin-2 -3.6%, Rac1 GTP hydrolysis 1.6%, HEK293 NOD2/NF-kB 10.2%, NOD1 inhibition -11.0% and HIV fusion peptide -2.2%.
For COc1ccc(N2CCCn3c2nc2c3c(=O)n(Cc3ccccc3F)c(=O)n2C)c(OC)c1 the results were KOR beta-arrestin-1 -0.3%, GPR55 antagonists -4.2%, SV40 large T antigen 9.2%, GPR55 activation -0.2%, KOR beta-arrestin-2 7.8%, Rac1 GTP hydrolysis 8.7%, HEK293 NOD2/NF-kB 10.2%, NOD1 inhibition -39.6% and HIV fusion peptide -3.1%.
Screening COc1ccc(OC)c(CCNC(=O)C2CCN(c3ncnc4c3nc3n4CCCCC3)CC2)c1 returned KOR beta-arrestin-1 -4.1%, GPR55 antagonists -23.6%, SV40 large T antigen 6.6%, GPR55 activation -0.2%, KOR beta-arrestin-2 11.3%, Rac1 GTP hydrolysis 4.6%, HEK293 NOD2/NF-kB 28.0%, NOD1 inhibition -3.7% and HIV fusion peptide -0.3%.
`CCOC(=O)c1cnn(-c2ccccc2)c1-n1cccc1C(=O)C(=O)N(CC)CC` gave KOR beta-arrestin-1 1.9%, GPR55 antagonists -6.6%, SV40 large T antigen -4.1%, GPR55 activation -0.1%, KOR beta-arrestin-2 2.4%, Rac1 GTP hydrolysis 3.5%, HEK293 NOD2/NF-kB -31.0%, NOD1 inhibition 42.8%* and HIV fusion peptide 0.1%.
Cc1ccc(Sc2ccc(C(=O)NC(C)C)cc2[N+](=O)[O-])cc1 was read as KOR beta-arrestin-1 0.3%, GPR55 antagonists 26.4%, SV40 large T antigen -4.9%, GPR55 activation 0.3%, KOR beta-arrestin-2 1.8%, Rac1 GTP hydrolysis 4.5%, HEK293 NOD2/NF-kB 10.9%, NOD1 inhibition -4.3% and HIV fusion peptide -0.6%.
Screening O=C(Nc1ccc(C2=NCCN2)cc1)c1ccc(Cl)c(C(=O)Nc2ccc(C3=NCCN3)cc2)c1 returned KOR beta-arrestin-1 3.4%, GPR55 antagonists 11.6%, SV40 large T antigen 18.5%, GPR55 activation 1.7%, KOR beta-arrestin-2 3.9%, HEK293 NOD2/NF-kB 4.3%, NOD1 inhibition -17.1% and HIV fusion peptide -0.1%.
`Cc1ccc(C(=O)N2CCCC(Nc3ccc(C)c(C)c3)C2)c(=O)[nH]1` (configuration not stated) gave KOR beta-arrestin-1 11.9%, GPR55 antagonists -1.2%, SV40 large T antigen 20.8%, GPR55 activation -0.1%, KOR beta-arrestin-2 -20.1%, Rac1 GTP hydrolysis 14.8%, HEK293 NOD2/NF-kB 9.6%, NOD1 inhibition -6.2% and HIV fusion peptide -0.2%.
`COC(=O)c1ccc2nc(NC(=O)COC(=O)CSc3nc(C)cc(C)n3)sc2c1` gave KOR beta-arrestin-1 11.7%, GPR55 antagonists -11.6%, SV40 large T antigen -5.1%, GPR55 activation -0.2%, KOR beta-arrestin-2 -18.0%, Rac1 GTP hydrolysis 11.5%, HEK293 NOD2/NF-kB -14.5%, NOD1 inhibition -23.9% and HIV fusion peptide 0.9%.

The list is partial; count on the stated rates, not on these rows.
